PKA-R2B activ: PKA-R2B complex activation | PKA-R2B holoenzyme dissociation, Cy5-IP20 fluorescence polarization; R2B truncated from residue 108, S112A mutant; 0% DMSO only, 100% 113 µM cGMP | activation, % at 11.4 µM | 0.079% of 340,000 active | AID 504700;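 active = activation above a cutoff set at the mean over all compounds plus 3 SD, cut at about 18% in these data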;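 note: higher means more holoenzyme dissociation and a rise in polarization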
PvdQ inh: blocks Pseudomonas aeruginosa PvdQ acylase activity; AID 488965; inhibition, % at 10 µM; purified PvdQ acylase, fluorescence plate reader; 0.063% of 340,000 active; in the data active = inhibition above about 30%, passing the limit was not always enough;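 note: 0% = vehicle neutral wells and 100% = reference inhibitor wells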
Arrestin-AP2 inh: inhibitors of human beta-arrestin and AP2 interaction; inhibition, % at 10 µM; FITC-arrestin peptide / GST-AP2 beads, flow cytometry; AP2 beta2 appendage carries R879A mutation; AID 504490; 0.31% of 340,000 active;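 active = inhibition above a set limit, near 3 SD of compounds lacking own fluorescence, cut at about 54% in these data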;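 note: plate controls were DMSO wells for no effect and 5 µM unlabelled arrestin peptide for full effect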
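Material – AP2 appendage R879A on GSH beads · Buffer or medium – PBS with 0.05% Tween 20 and 0.1% BSA · Probe or stimulus – fluorescein-tagged arrestin peptide at 50 nM final · Incubation – compound with beads 12 min RT, then probe 1 h RT · Detection – high-throughput flow cytometry of beads, ex 488, em 535 nm · Evaluation – percent response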
Keap1 Nrf2 FP: disrupts human Keap1 binding to Nrf2 peptide. AID 504523. Q14145. 0.15% of 340,000 active. inhibition, % at 9.4 µM. Keap1 Kelch-Nrf2 peptide fluorescence polarization, 1536-well; in the data active = inhibition above about 12%;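 note: human Keap1 Kelch domain with fluorescein labeled Nrf2 9mer peptide probe; 0% = neutral control wells and 100% = peptide positive control; higher means more block of Keap1 binding to Nrf2 peptide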
DAGLB inh: blocks human DAGLB lipase activity | Q8NCG7 | HEK293T DAGLB membrane lysate, EnzChek fluorogenic substrate | inhibition, % at 5.17 µM | 0.059% of 340,000 active; in the data active = inhibition above about 34%;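 note: 0% = enzyme with vehicle and 100% = wells lacking enzyme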
SR-BI DiI-HDL act: activators of SR-BI mediated HDL lipid uptake; 0.096% of 320,000 active; CHO ldlA[mSR-BI] cells, DiI-HDL uptake fluorescence, 3 h; 100 = double the neutral-control signal; activation, % at 12.5 µM;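 active = mean replicate activation of at least 60% and every replicate at or above 60%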;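 note: 0% = median plate neutral-control signal and 100% = twice that signal; values of inactives mirror those of a sister screen read the other way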
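system = CHO ldlA[mSR-BI] cells, LDL receptor-null, SR-BI overexpressing | medium = Ham's F12 with 0.5% BSA, HEPES 25 mM, pH 7.4 | probe or stimulus = DiI-HDL 10 µg/mL | compound dosing = single-point compound dose | incubation = compound exposure 3 h, 37 °C | technique = DiI fluorescence, bottom read | read-out = cell-associated DiI fluorescence as measure of HDL uptake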
LANA DNA inh: KSHV C-LANA DNA binding inhibition. MBP-C-LANA/FAM-LBS DNA binding, fluorescence polarization. inhibition, % at 9 µM. 0.078% of 340,000 active. AID 504423;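 active = highest replicate inhibition at or above 60% at 9 µM, even if other replicates fall short; inactive = all replicates below 60% inhibition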;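 note: 0% = neutral control wells and 100% = 4 µM acridine orange control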
NSD2 inh: blocks human histone methyltransferase NSD2; O96028; NSD2 peptide methylation, AlphaScreen, 120 min; inhibition, % at 12.5 µM; 0.54% of 310,000 active; AID 743445; in the data active = inhibition above about 50%
Target sequence (O96028 whole entry, looked up): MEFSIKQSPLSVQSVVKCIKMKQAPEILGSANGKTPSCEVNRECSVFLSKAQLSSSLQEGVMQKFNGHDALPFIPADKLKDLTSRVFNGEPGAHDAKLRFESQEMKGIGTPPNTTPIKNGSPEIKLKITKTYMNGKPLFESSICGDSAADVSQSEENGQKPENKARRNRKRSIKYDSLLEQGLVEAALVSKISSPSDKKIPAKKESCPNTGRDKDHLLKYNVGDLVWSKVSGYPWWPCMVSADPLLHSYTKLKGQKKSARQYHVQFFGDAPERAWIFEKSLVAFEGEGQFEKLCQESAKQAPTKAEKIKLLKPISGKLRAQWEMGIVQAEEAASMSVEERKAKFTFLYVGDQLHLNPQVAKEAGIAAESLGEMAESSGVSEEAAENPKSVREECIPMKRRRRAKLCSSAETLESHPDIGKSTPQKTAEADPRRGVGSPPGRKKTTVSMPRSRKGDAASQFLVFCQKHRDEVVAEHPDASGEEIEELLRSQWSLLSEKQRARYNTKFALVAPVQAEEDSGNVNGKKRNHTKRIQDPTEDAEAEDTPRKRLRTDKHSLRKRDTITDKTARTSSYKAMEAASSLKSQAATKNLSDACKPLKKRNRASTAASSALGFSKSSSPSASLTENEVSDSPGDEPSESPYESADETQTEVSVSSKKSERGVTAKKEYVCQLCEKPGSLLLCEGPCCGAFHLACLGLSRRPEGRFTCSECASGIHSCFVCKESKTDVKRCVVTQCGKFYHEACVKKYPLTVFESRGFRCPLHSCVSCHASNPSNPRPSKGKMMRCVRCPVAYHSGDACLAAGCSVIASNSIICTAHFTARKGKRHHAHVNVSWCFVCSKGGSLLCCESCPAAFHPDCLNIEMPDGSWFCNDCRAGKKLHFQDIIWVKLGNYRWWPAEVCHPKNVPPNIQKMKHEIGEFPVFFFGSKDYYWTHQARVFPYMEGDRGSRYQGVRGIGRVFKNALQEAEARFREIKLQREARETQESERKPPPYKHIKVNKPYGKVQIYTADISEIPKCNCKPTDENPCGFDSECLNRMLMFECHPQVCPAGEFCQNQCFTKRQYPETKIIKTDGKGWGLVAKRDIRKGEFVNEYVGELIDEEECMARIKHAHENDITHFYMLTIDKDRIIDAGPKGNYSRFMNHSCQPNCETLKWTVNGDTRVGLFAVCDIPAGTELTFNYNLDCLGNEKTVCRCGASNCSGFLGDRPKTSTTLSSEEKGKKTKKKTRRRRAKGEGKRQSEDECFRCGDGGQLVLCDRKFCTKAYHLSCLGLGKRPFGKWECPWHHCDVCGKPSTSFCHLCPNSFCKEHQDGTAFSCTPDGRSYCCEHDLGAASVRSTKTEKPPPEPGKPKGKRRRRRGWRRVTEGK
SR-BI DiI inh: inhibitors of mouse SR-BI mediated HDL lipid uptake; ldlA[mSR-BI] CHO cells, DiI-HDL uptake fluorescence, 3 h; inhibition, % at 12.5 µM; 0.96% of 320,000 active;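 active = mean replicate inhibition of at least 70% and a set share of replicates each scoring 70 or more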;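 note: 0% = median of neutral control wells and 100% = median of positive control wells; values of inactives mirror those of a sister screen read the other way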
RTF Ca sens inh: cardiac RTF calcium desensitization; inhibition, % at 7.15 µM; IANBD-labeled cardiac RTF, Ca2+ fluorescence; 0.12% of 340,000 active;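 active = inhibition above the mean inhibition of all tested compounds plus 3 SD, cut at about 17% in these data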;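 note: assay run at fixed EC70 calcium of 1.6 mM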
* = called active by the depositor; nt = not tested or not shown.

| Compound | PKA-R2B activ | PvdQ inh | Arrestin-AP2 inh | Keap1 Nrf2 FP | DAGLB inh | SR-BI DiI-HDL act | LANA DNA inh | NSD2 inh | SR-BI DiI inh | RTF Ca sens inh |
| --- | --- | --- | --- | --- | --- | --- | --- | --- | --- | --- |
| CC1(C)Cc2nc(-c3ccccc3)nc(SCC(=O)N3CCOCC3)c2CO1 | -10.5 | -12.3 | -1.4 | -4.9 | -1.7 | -3.1 | -1.7 | 2.4 | 3.1 | -5.1 |
| COc1ccc2nc(C)cc(SCC(NC(C)=O)C(=O)OC(C)C)c2c1 (configuration not stated) | 3.2 | -18.5 | -12.8 | -6.9 | -2.5 | 1.6 | 27.2 | 1.0 | -1.6 | -5.4 |
| Cc1cccc(NC(=O)NCc2ccccn2)c1 | 8.3 | -7.3 | 1.4 | -1.4 | -0.8 | -3.4 | 0.0 | 0.8 | 3.4 | 3.3 |
| COc1ccc([C@H]2CC(=O)C=C(c3cccc4c3sc3ccccc34)C2)cc1OC | 4.2 | -10.6 | 7.7 | -6.4 | -1.4 | -96.5 | -1.2 | nt | 96.5* | -2.3 |
| Cc1cccc(NC(=S)NNC(=O)c2nn(C)cc2Cl)c1 | -5.3 | -10.6 | -25.4 | -1.6 | 1.4 | 6.3 | -1.2 | -0.8 | -6.3 | -5.0 |
| CCOc1cc(C(=O)NC(C)CC)cc(OCC)c1OCC (configuration not stated) | -6.7 | -10.7 | -0.4 | -2.7 | 1.7 | 21.5 | 3.2 | 1.6 | -21.5 | -9.1 |
| CCOc1ccc(NC(=O)CSc2nnnn2CC(=O)O)cc1 | -16.2 | -8.6 | -1.1 | -5.2 | -0.5 | 20.6 | 0.6 | -7.7 | -20.6 | -13.2 |
| COCc1cc(C)nc(N2CCN(c3ccccc3)CC2)c1C#N | 0.6 | -7.2 | 1.0 | 4.7 | -7.3 | -35.6 | 0.5 | -2.3 | 35.6 | -8.7 |
| CCN(C[C@H]1N[C@@](Cc2ccccc2)(C(=O)OC)[C@H]2C(=O)N(C)C(=O)[C@@H]12)C(=O)C1CCCCC1 | 3.6 | 18.7 | 10.3 | -1.3 | -0.1 | 15.9 | 3.2 | nt | -15.9 | -1.8 |
| Cc1ccc(S(=O)(=O)NCCC(=O)N2CCN(Cc3ccccc3)CC2)cc1 | -2.0 | 7.7 | 5.0 | -3.3 | -2.4 | 21.0 | 0.6 | nt | -21.0 | -0.9 |
| CCOC(=O)c1c(C)[nH]c(C(=O)OCCOc2ccccc2C)c1C | 3.6 | -5.4 | -1.3 | 2.0 | -5.2 | 9.0 | -1.6 | -2.2 | -9.0 | 6.0 |
| O=C(COc1ccc(-c2nnco2)cc1)Nc1c(Cl)cccc1C(F)(F)F | 7.0 | -9.0 | -1.3 | -2.0 | -1.3 | 12.6 | 0.1 | 0.3 | -12.6 | -14.2 |
| O=c1[nH]c(/C=C\c2cccs2)nc(O)c1[N+](=O)[O-] | 0.2 | -4.6 | 24.4 | -1.7 | 2.9 | 18.5 | 3.0 | 11.0 | -18.5 | -5.3 |
| CS(=O)(=O)c1ccc(-c2sc3cc4c(cc3c2C(=O)NN2CCOCC2)OCO4)cc1 | -3.2 | -18.3 | 3.1 | -6.9 | -5.2 | 11.0 | 2.7 | nt | -11.0 | -7.7 |
| COc1ccc(S(=O)(=O)N(CC(=O)NCc2ccccn2)Cc2ccccc2)cc1 | 3.8 | 7.1 | 29.6 | -2.4 | -0.7 | nt | 0.1 | 0.3 | nt | 7.5 |
| N=c1n(CC(=O)c2ccc(Br)s2)c2ccccc2n1Cc1ccccc1 | -6.5 | -8.1 | -12.2 | -0.5 | 2.8 | 2.3 | -0.2 | nt | -2.3 | 0.8 |
| O=C(Nc1ccc(SC(F)(F)F)cc1)c1ccccn1 | -4.5 | -3.0 | 1.1 | 0.9 | -6.5 | 18.9 | -1.1 | -6.4 | -18.9 | -0.7 |
| O=C(Nc1cnn(Cc2ccc(Cl)cc2)c1)C1CCCC1 | -0.3 | -3.6 | -1.1 | 3.4 | -3.1 | 29.9 | -0.6 | -2.6 | -29.9 | -6.1 |
| O=C(NCc1ccc(N2CCCC2=O)cc1)Nc1cccc2ccccc12 | -4.1 | -3.2 | -0.2 | -2.8 | 6.2 | -24.0 | 0.1 | 11.1 | 24.0 | 1.0 |
| COc1ccc(NS(=O)(=O)c2cc(NC(=O)c3cnccn3)ccc2OC)cc1Br | -0.5 | -17.1 | -6.3 | -3.8 | -1.6 | -26.4 | -0.4 | -4.0 | 26.4 | -2.3 |
| CC(C)CN1CCC(CNC(=O)CCc2nnc(Cc3c[nH]c4ccccc34)o2)CC1 | -3.9 | 4.6 | 2.8 | 0.2 | -2.9 | -9.0 | -1.9 | 3.4 | 9.0 | -5.7 |
| COc1ccc(NC(=O)[C@@H]2CC=C[C@@H]3CCN(Cc4ccc(Cl)c(Cl)c4)C(=O)[C@@H]32)cc1 | 0.3 | -11.3 | 3.7 | -8.3 | -1.6 | 7.8 | -0.8 | nt | -7.8 | 5.6 |
| O=C(CO/N=C/c1cccc([N+](=O)[O-])c1)Nc1ccc2ccccc2c1 | -3.1 | -19.1 | 8.9 | -3.7 | -5.9 | 1.2 | 0.0 | -2.2 | -1.2 | -8.7 |
| O=C(NCc1ccc(C(F)(F)F)cc1)C1CC(c2ccc(C(F)(F)F)cc2)=NO1 (configuration not stated) | -0.9 | 6.2 | 27.4 | 3.5 | -4.3 | 5.9 | -1.0 | nt | -5.9 | -9.9 |
| CC(=O)c1c(C)[nH]c(C(=O)OCc2c(F)cccc2Cl)c1C | 14.2 | 25.4 | 19.0 | 1.9 | -4.4 | -45.6 | 1.5 | -0.2 | 45.6 | -2.7 |
| O=C(NCCN1CCOCC1)c1ccccc1N1C(=O)[C@@H]2Cc3c([nH]c4ccccc34)C(c3ccccc3)N2C1=O (some centres not stated) | -2.5 | -17.0 | -8.6 | -1.7 | -0.8 | -56.3 | 0.1 | nt | 56.3 | 4.0 |
| S=C(NCc1ccc(Cl)cc1)Nc1ccncc1 | 0.2 | -12.5 | -10.0 | -4.0 | 0.1 | -6.1 | -0.1 | 1.5 | 6.1 | 1.8 |
| Cc1n[nH]c(C)c1CCNC(=O)C1CCC(=O)N(CCc2cccc(F)c2)C1 (configuration not stated) | 1.5 | 2.7 | 42.9 | 2.6 | -5.1 | -3.7 | 0.8 | 5.1 | 3.7 | -5.5 |
| C=CCn1c(=O)c2ccccc2n2c(Sc3nnnn3-c3ccccc3)nnc12 | -4.6 | -0.8 | 23.3 | -1.8 | -0.7 | -22.5 | -2.3 | 0.6 | 22.5 | 1.2 |
| C[C@@H]1CN([C@H](C)CO)C(=O)c2cc(NC(=O)C3CCCCC3)ccc2O[C@@H]1CN(C)Cc1ccc(C(F)(F)F)cc1 | -1.5 | -3.2 | -5.8 | 6.0 | 3.4 | -32.5 | 0.4 | nt | 32.5 | -8.2 |
| COc1ccc(NC(=O)c2ccc3[nH]c(=O)c(=O)[nH]c3c2)c(OC)c1 | 2.2 | -8.6 | 6.5 | -1.2 | 0.6 | 13.8 | -0.9 | 2.0 | -13.8 | -5.6 |
| Cc1cc(C)n(CC(=O)Nc2cccc(C(F)(F)F)c2)n1 | 6.8 | -10.4 | 19.6 | -3.5 | -4.1 | 35.6 | -2.1 | -1.7 | -35.6 | -9.7 |
| O=C(O)CN(Cc1ccccc1)S(=O)(=O)c1ccc2c(c1)OCCO2 | 8.1 | 5.8 | 17.7 | 4.2 | 6.3 | -19.9 | 0.4 | -2.6 | 19.9 | -7.0 |
| COc1ccc2[nH]c3c(=O)n(N)c(C)nc3c2c1 | -3.8 | -13.2 | 13.4 | -1.6 | -0.7 | 2.7 | 0.6 | -3.4 | -2.7 | -5.5 |
| COc1ccc(C(CC(=O)O)NC(=O)Cc2ccccc2)cc1OC (configuration not stated) | -5.6 | 10.7 | 3.3 | -0.9 | 2.4 | 25.3 | -1.1 | -1.6 | -25.3 | 5.7 |
| COCCCNS(=O)(=O)c1cccc(S(=O)(=O)c2cccc(S(=O)(=O)NCCCOC)c2)c1 | -9.3 | 5.0 | 7.3 | 7.9 | -7.3 | 4.8 | 1.4 | -1.4 | -4.8 | -5.8 |
| COc1cc(CCC(=O)NCc2ccc(S(N)(=O)=O)cc2)cc(OC)c1OC | -3.5 | 20.8 | -2.5 | 1.0 | 2.0 | 23.5 | -0.6 | -3.6 | -23.5 | -10.7 |
| Cc1ccc(NC(=O)NC(=O)N(c2ccccc2)S(C)(=O)=O)cc1 | 0.1 | -5.5 | 6.8 | -0.9 | -1.7 | -19.9 | -0.7 | -2.1 | 19.9 | -7.6 |
| COc1ccc(Cc2nnc(NC(=O)c3ccc(Cl)c([N+](=O)[O-])c3)s2)cc1 | 10.6 | -14.8 | -5.4 | -0.9 | 1.9 | -6.5 | -1.5 | -2.9 | 6.5 | -5.7 |
| CCCCSc1nc(C)cc(NC(=S)Nc2ccc(OC)cc2)n1 | -5.4 | -0.1 | 19.0 | 4.0 | -12.1 | -9.5 | 0.4 | nt | 9.5 | -17.7 |
| O=c1c(Cc2ccccc2O)c(O)nc2n1CCCS2 | -3.4 | -13.8 | 1.9 | -5.3 | 2.9 | -28.4 | 0.0 | nt | 28.4 | -4.3 |
| Cc1cccc(Nc2ncnc(N)n2)c1 | 20.5* | -13.4 | -17.8 | -0.3 | -0.2 | 14.2 | -1.6 | 2.8 | -14.2 | -10.6 |
| CNC(=O)c1ccsc1NC(=O)CCS(=O)(=O)c1ccc(F)cc1 | -5.2 | -2.2 | 4.5 | 3.2 | 0.7 | 27.7 | 1.0 | 1.3 | -27.7 | -10.4 |
| Cc1ccc(SCC(=O)NN2C(=O)c3ccccc3C2=O)cc1 | 5.7 | -6.8 | 19.5 | 3.6 | 0.4 | 0.3 | 1.5 | -1.6 | -0.3 | 1.3 |
| COc1ccc(CC(=O)Nc2ccc(S(=O)(=O)Nc3nc(C)cc(C)n3)cc2)cc1 | 8.0 | -17.1 | 7.8 | -4.6 | -0.2 | 25.8 | 0.6 | 0.9 | -25.8 | -0.1 |
| O=C(Nc1ccc(N2CCCC(O)C2)cc1)c1snc2c(=O)[nH]cnc12 (configuration not stated) | -16.2 | 0.7 | 18.8 | 0.3 | 2.1 | 22.7 | -1.1 | 4.4 | -22.7 | 3.0 |
| Cc1cc(OCC(=O)NNC(=O)c2ccncc2)ccc1C(C)C | -3.6 | -10.4 | -0.1 | -3.0 | -0.7 | 16.8 | 0.0 | -0.7 | -16.8 | -3.8 |
| O=C(c1noc2c1CCCC2)N1CCN(Cc2ccccc2)CC1 | 1.3 | -13.2 | 4.5 | 3.2 | -8.7 | -36.2 | 3.0 | -0.8 | 36.2 | 0.2 |
